Compound activity (PubChem)
UTI89 phage lysis = inhibition of K1F phage lysis, E. coli UTI89, bacterial capsule biogenesis inhibitors, alamar blue (AID 488966). one-dose inhibition, % at 100 µM; IC50 in µM for titrated hits. actives 0.02% (n = 340,000). E. coli UTI89 K1F phage lysis, alamar blue, 2 h; higher % means a stronger effect;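 active = phage lysis inhibition, versus mean bacterial control, above a set limit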;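 also: capsule biogenesis inhibitors block K1F phage lysis so surviving cells raise fluorescence; higher fluorescence means more inhibition of phage lysis; actives were called in the ten point dose series up to 300 µM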
Myeloid diff 2 = promotes myeloid progenitor differentiation. ER-HoxA9 myeloid progenitors, lysozyme-GFP differentiation, flow cytometry. calls only at 10 µM. actives 1% (n = 360,000). AID 624256;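 active = normalized GFP-positive differentiation at or above the plate's own cutoff, the solvent-only control mean plus 3 SD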;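 also: cells exposed to compound for four days before flow analysis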
ER stress rescue = protection against thapsigargin-triggered cell killing – 384-well, CSM14.1, ATP luminescence, primary screen (AID 1222); CSM14.1 thapsigargin-induced death rescue, ATP luminescence; higher % means a stronger effect; cellular ATP content (survival), % at 20 µM, or EC50 in µM where a hit was titrated; 190,000 tested, under 10 active;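 active = EC50 below 50 µM in the dose-response confirmation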;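 also: death triggered by thapsigargin at about 15 µM added after 2 h compound pretreatment; cell ATP read after overnight thapsigargin exposure of roughly 18 to 22 hours; normalized against plate controls of thapsigargin alone and 5% DMSO vehicle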
WT yeast gro inh = growth inhibition of WT yeast, mitochondrial fusion screen; mitochondrial fusion phenotypic screen, WT strain; inhibition, % at 10 µM; actives 2.1% (n = 190,000); in the data active = inhibition above about 58%; tested in S. cerevisiae
PMI inhibitors = inhibitors of human PMI, primary screen, biochemical, fluorescence intensity, coupled assay (AID 1209); purified PMI enzyme, coupled fluorescence intensity; higher % means a stronger effect; inhibition, % at 20 µM; hits with a dose series show IC50 in µM; actives 0.42% (n = 190,000);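 also: plate controls were DMSO vehicle for no effect and wells lacking substrate for full effect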
TNAP activation fold = human TNAP enzyme activators, primary screen, biochemical, luminescent, no phosphate acceptor, uHTS (AID 1001). purified TNAP, luminescent activation assay, no phosphate acceptor; higher activation fold means a stronger effect. activation fold at 20 µM, or EC50 in µM where a hit was titrated. actives 0.03% (n = 200,000); in the data active = activation fold from about 3, or a potency from the dose series; inactive = the rest, 99 in 100 with activation fold below about 1.6; also: many of its hits are not listed in these tables
P. falciparum M1AAP = malaria alanyl aminopeptidase activity blockers – biochemical, fluorogenic H-Leu-NHMec substrate, 1536-well (AID 1445); actives 0.42% (n = 220,000); recombinant M1AAP, H-Leu-NHMec fluorogenic kinetic assay; higher % means a stronger effect; inhibition, % at 30 µM; hits with a dose series show IC50 in µM;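 active = primary inhibition above the hit cutoff, then over 50% inhibition at one or more dose response concentrations, cut at about 23% in these data, passing the limit was not always enough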;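 also: plate controls were DMSO full reaction for no effect and no enzyme background for full effect; strong numbers were not always called active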
Hep lipid drop = hepatic lipid droplet formation modulation. AID 1656. inhibition, % at 6.5 µM. AML12 mouse hepatocytes, oleate lipid droplets, BODIPY imaging. actives 0.4% (n = 240,000);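 active = lipid droplet intensity inhibited by at least 50%, with more than 500 cells counted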
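Assay system: AML12 mouse liver cells | Compound: 6.5 µM single-point dosing | Schedule: Overnight exposure | Technique: Fluorescence imaging, 20x objective, two fields per well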
human PMI inhibitors = MPI inhibition at elevated mannose 6-phosphate – biochemical, fluorescence intensity, high mannose 6-phosphate, primary screen (AID 1220); recombinant PMI enzyme, coupled fluorescence intensity; higher % means a stronger effect; one-dose inhibition, % at 20 µM; IC50 in µM for titrated hits; actives 0.66% (n = 190,000)
WT yeast gro inh mutant strain = also measured in WT yeast gro inh; calls as there; inhibition, %; mitochondrial fusion phenotypic screen, mutant strain inhibition
Hep lipid drop cells 6.5 µM = recorded beside Hep lipid drop, whose call it bears; cell count; measured here: cell count, cytotoxicity flag;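 cells counted across two imaged fields per well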
Myeloid diff 2 GFP+ MAC1+ % = second read-out of Myeloid diff 2, no call of its own (marks repeat the call); GFP+ MAC1+ double positive, %; measured here: differentiation confirmed by MAC1 staining
* hit, by the source's call; i = inactive; / = no result given; + = active, no number; [ ] = remark or other dose. Rule as the data show it, unless noted: active = inhibition above about 50%; inactive = the rest.

SMILES	UTI89 phage lysis	Myeloid diff 2	Myeloid diff 2 GFP+ MAC1+ %	ER stress rescue	WT yeast gro inh	WT yeast gro inh mutant strain	PMI inhibitors	TNAP activation fold	P. falciparum M1AAP	Hep lipid drop	Hep lipid drop cells 6.5 µM	human PMI inhibitors
C#CCSc1nncn1C(=O)/C=C/c1ccccc1	/	/	/	-0.7%	-13.8	-20.7	5.5%	1	9.8%	/	/	0.0%
CC1CCc2nc3ccc(S(=O)(=O)N4CCC(C(=O)N5CCCCC5)CC4)cc3c(C(=O)O)c2C1 (stereo unspecified)	1.1%	i	1.1	0.1%	-6.8	-5.6	-24.6%	1.2	7.8%	/	/	-9.3%
Cc1cccc(NC(=O)c2cnc3ccccn3c2=O)c1	-1.4%	i	2.3	-4.0%	-6.3	1.0	7.2%	1.1	-1.0%	-12.2	684	8.0%
COc1cccc(-n2c([S-])c(C(=O)Nc3ccc(C(F)(F)F)cc3)[n+]3ccccc23)c1	/	/	/	-2.2%	11.7	19.2	-0.4%	1	8.9%	6.5	631	-1.7%
CCCc1c(C)c2cccc(C)c2[nH]c1=O	1.1%	i	0.5	1.0%	5.9	7.5	-0.6%	1.1	1.1%	/	/	0.3%
CNc1nc(CCN2C(=O)c3ccccc3C2=O)cs1	0.2%	i	1.9	1.6%	-4.8	1.7	-16.5%	1.1	7.8%	/	/	-6.8%
c1ccc(CCn2c(C3CC3)nc3ccccc32)cc1	6.2%	i	6.4	-0.4%	-5.3	-40.2	-5.0%	1.2	2.0%	7.8	803	-3.4%
CCOC(=O)C1CCN(C(=O)CSc2ccccc2Cl)CC1	3.6%	i	0.3	-1.1%	-7.2	-1.9	-11.7%	1.2	0.2%	-3.1	707	-4.3%
Nc1cc2c([N+](=O)[O-])cccc2o1	2.9%[50 µM]	i	0.7	-1.0%	-3.8	-11.0	-2.4%	0.9	12.3%	/	/	11.6%
CN(C)S(=O)(=O)c1ccc2c(c1)nc(CCC(=O)Nc1ccc(N3CCOCC3)cc1)n2C	-0.1%	i	1.1	0.4%	-14.8	8.4	7.2%	1.1	6.5%	1.7	751	17.7%
N#C/C(=C/c1ccc(N2CCOCC2)o1)c1ccc(Br)cc1	0.0%	+	9.1*	-1.7%	-4.1	-2.7	20.7%	0.8	8.9%	/	/	50.4%*
C=CCSc1nnc2n(CCc3ccccc3)c(=O)c3c4c(sc3n12)COC(C)(C)C4	0.5%	i	0.6	-0.6%	32.2	-5.0	3.8%	1.2	-3.4%	-3.3	728	13.2%
CC(=O)Nc1ccc2ccc3cccc4ccc1c2c34	0.2%	i	0.5	-3.9%	-15.1	-17.5	-5.2%	1	12.1%	-28.7	752	-0.3%
Cc1ccc(N(C(=O)C(F)(F)F)C(C(=O)NC2CCCCC2)c2ccncc2)cc1C (stereo unspecified)	0.0%	i	0.2	2.4%	5.9	20.8	3.4%	1.1	0.4%	-12.9	624	4.3%
COc1cc(C=O)ccc1Oc1nc(Nc2ccc(F)cc2F)nc(N2CCOCC2)n1	/	i	0.1	0.6%	15.1	-2.8	2.6%	1.1	11.2%	-15.3	691	1.3%
NC(=O)C1(N2CCCCC2)CCN(C(=O)CSc2nc3ccccc3s2)CC1	1.3%	i	0.7	-2.4%	42.9	2.7	-3.2%	1.1	8.5%	0.2	739	-11.2%
CC1CC(C)CN(CCCSc2ccccc2)C1 (stereo unspecified)	3.5%	i	0.4	-1.2%	24.3	14.5	16.2%	1.1	-0.6%	2.5	703	18.5%
C=CCNC(=S)Nc1ccc(C)cc1[N+](=O)[O-]	-0.8%	i	0.3	-0.2%	24.1	17.6	-3.3%	1.1	4.0%	-12.3	685	6.5%
CCOC(=O)Cn1cc([N+](=O)[O-])c(OC)n1	0.3%	i	1.0	2.5%	19.8	4.1	8.4%	1.1	-3.0%	-3.0	794	5.9%
CCC(c1nnnn1Cc1cccs1)N1CCN(C(=O)c2ccco2)CC1 (stereo unspecified)	-0.2%	i	0.4	0.9%	-2.4	-3.3	2.7%	1.1	2.3%	1.4	597	8.4%
CCOC(=O)N1CCN(c2c(NCCCN(CC)Cc3ccccc3)c(=O)c2=O)CC1	-0.6%	i	1.6	-1.1%	-1.0	0.3	0.7%	1	-0.2%	/	/	-5.2%
CCc1noc(C)c1C(=O)N1CCCC1	5.3%	i	0.9	-0.8%	-5.3	-1.6	-0.1%	0.9	-0.3%	7.1	662	3.8%
CC(=O)Oc1ccc2nc(CN3C(=O)c4ccc([N+](=O)[O-])cc4C3=O)oc(=O)c2c1	0.0%	i	0.1	-1.8%	-15.0	-10.7	-13.5%	1.1	1.1%	1.1	759	-12.4%
CCCN1Cc2cccc(C(=O)NCc3ccccc3)c2C1=O	6.3%	i	0.7	-2.0%	7.0	2.5	0.2%	1	-1.4%	/	/	-3.7%
CCO/C=C1/C(=O)N(Cc2ccccc2)C(=O)c2ccccc21	4.4%	i	0.1	0.0%	-18.0	-16.5	-50.5%	1.1	-6.1%	0.3	507	-26.2%

Nine compounds from above, arranged by SMILES length, ascending.
SMILES	UTI89 phage lysis	Myeloid diff 2	Myeloid diff 2 GFP+ MAC1+ %	ER stress rescue	WT yeast gro inh	WT yeast gro inh mutant strain	PMI inhibitors	TNAP activation fold	P. falciparum M1AAP	Hep lipid drop	Hep lipid drop cells 6.5 µM	human PMI inhibitors
CCc1noc(C)c1C(=O)N1CCCC1	5.3%	i	0.9	-0.8%	-5.3	-1.6	-0.1%	0.9	-0.3%	7.1	662	3.8%
Nc1cc2c([N+](=O)[O-])cccc2o1	2.9%[50 µM]	i	0.7	-1.0%	-3.8	-11.0	-2.4%	0.9	12.3%	/	/	11.6%
CC(=O)Nc1ccc2ccc3cccc4ccc1c2c34	0.2%	i	0.5	-3.9%	-15.1	-17.5	-5.2%	1	12.1%	-28.7	752	-0.3%
c1ccc(CCn2c(C3CC3)nc3ccccc32)cc1	6.2%	i	6.4	-0.4%	-5.3	-40.2	-5.0%	1.2	2.0%	7.8	803	-3.4%
Cc1cccc(NC(=O)c2cnc3ccccn3c2=O)c1	-1.4%	i	2.3	-4.0%	-6.3	1.0	7.2%	1.1	-1.0%	-12.2	684	8.0%
C=CCNC(=S)Nc1ccc(C)cc1[N+](=O)[O-]	-0.8%	i	0.3	-0.2%	24.1	17.6	-3.3%	1.1	4.0%	-12.3	685	6.5%
CCCN1Cc2cccc(C(=O)NCc3ccccc3)c2C1=O	6.3%	i	0.7	-2.0%	7.0	2.5	0.2%	1	-1.4%	/	/	-3.7%
N#C/C(=C/c1ccc(N2CCOCC2)o1)c1ccc(Br)cc1	0.0%	+	9.1*	-1.7%	-4.1	-2.7	20.7%	0.8	8.9%	/	/	50.4%*
COc1cccc(-n2c([S-])c(C(=O)Nc3ccc(C(F)(F)F)cc3)[n+]3ccccc23)c1	/	/	/	-2.2%	11.7	19.2	-0.4%	1	8.9%	6.5	631	-1.7%

Arranged by value in TNAP activation fold (largest number first): three from the list above
structure | TNAP activation fold
c1ccc(CCn2c(C3CC3)nc3ccccc32)cc1 | 1.2
NC(=O)C1(N2CCCCC2)CCN(C(=O)CSc2nc3ccccc3s2)CC1 | 1.1
COc1cccc(-n2c([S-])c(C(=O)Nc3ccc(C(F)(F)F)cc3)[n+]3ccccc23)c1 | 1

(continued)
SMILES	UTI89 phage lysis	Myeloid diff 2	Myeloid diff 2 GFP+ MAC1+ %	ER stress rescue	WT yeast gro inh	WT yeast gro inh mutant strain	PMI inhibitors	TNAP activation fold	P. falciparum M1AAP	Hep lipid drop	Hep lipid drop cells 6.5 µM	human PMI inhibitors
CN(C)CCNC(C(=O)Nc1cccc(C(F)(F)F)c1)c1ccccc1 (stereo unspecified)	0.2%	i	0.7	-1.6%	3.6	-5.5	1.1%	1.4	0.3%	1.4	630	-4.4%
COc1cc(C)c(Cl)c(C)c1S(=O)(=O)NCc1cccnc1	0.5%	i	0.7	-1.4%	-5.4	-6.9	7.7%	1.1	-0.6%	5.9	757	-9.4%
COc1ccc(-n2c(Cc3cccn3C)nnc2SCC(=O)Nc2ccc3c(c2)OCO3)cc1	-3.5%	i	1.0	/	-18.3	-1.2	19.1%	1	6.7%	-22.2	462	7.8%
COc1ccc(NC(=O)CC(C)=O)c(OC)c1	0.2%	i	0.2	/	/	/	/	/	2.9%	5.5	703	/
NS(=O)(=O)c1ccc(NC(=O)COC(=O)C23CC4CC(CC(C4)C2)C3)cc1	-0.1%[50 µM]	i	0.3	0.4%	-4.4	-2.8	-4.6%	1	-2.5%	-4.8	616	1.8%
N#Cc1c(N)c(C#N)c(-c2ccc(O)cc2)c2c1CCCC2	-0.5%	i	0.3	-0.3%	7.5	2.0	12.6%	1	11.5%	/	/	18.5%
COc1cccc(NC(=S)N(CCCN2CCCC2)Cc2ccco2)c1	0.5%	i	0.6	-1.0%	-13.5	1.7	-2.6%	1.1	4.0%	-4.4	702	-8.5%
COC(=O)c1ccccc1NC(=O)Cn1nc(C(F)(F)F)c2c1CCC2	0.7%	i	0.4	1.4%	-1.9	3.2	14.0%	1.1	4.0%	/	/	17.5%
Cc1noc(C)c1CSc1nnc(-c2c[nH]c3ccccc23)n1-c1ccc(Cl)cc1	1.3%	i	0.4	1.0%	8.6	-9.1	0.5%	1.1	4.1%	/	/	24.1%
CCOc1ccc2nc(Cl)sc2c1	0.4%	i	0.4	/	5.3	-1.1	-9.8%	1.1	8.8%	13.5	683	-9.1%
CC(C)Cn1c(N)c(C(=O)CSc2nnnn2C)c(=O)n(C)c1=O	0.1%	i	1.0	-0.8%	-6.0	5.5	-9.9%	1	-7.3%	/	/	-6.6%
COc1cccc(CNC(=O)Cn2ncc3c(=O)oc4ccccc4c32)c1	0.3%[50 µM]	i	0.2	/	/	/	/	/	-1.4%	-0.6	696	/
C=CCn1c(-c2cccs2)nc2nc3ccccc3nc21	-0.1%	i	0.4	-2.6%	10.0	3.1	4.8%	1.1	35.3%	16.1	792	1.0%
CC(=O)N(c1ccc(C(C)C)cc1)C1C=CS(=O)(=O)C1 (stereo unspecified)	0.7%	i	1.1	-2.1%	-9.0	1.3	-3.2%	1.1	-2.8%	-1.4	799	2.8%
